OX1R antag: blocks the human orexin 1 receptor; OX1R-expressing cells, FRET antagonist read-out; inhibition, % at 6.6 µM; hit rate 1.8% among 330,000; in the data active = inhibition mostly above about 38%, no sharp cut-off; inactive = mostly below about 40%;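 note: 0% = agonist challenge alone and 100% = reference antagonist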
Target sequence (O43613 whole entry, looked up): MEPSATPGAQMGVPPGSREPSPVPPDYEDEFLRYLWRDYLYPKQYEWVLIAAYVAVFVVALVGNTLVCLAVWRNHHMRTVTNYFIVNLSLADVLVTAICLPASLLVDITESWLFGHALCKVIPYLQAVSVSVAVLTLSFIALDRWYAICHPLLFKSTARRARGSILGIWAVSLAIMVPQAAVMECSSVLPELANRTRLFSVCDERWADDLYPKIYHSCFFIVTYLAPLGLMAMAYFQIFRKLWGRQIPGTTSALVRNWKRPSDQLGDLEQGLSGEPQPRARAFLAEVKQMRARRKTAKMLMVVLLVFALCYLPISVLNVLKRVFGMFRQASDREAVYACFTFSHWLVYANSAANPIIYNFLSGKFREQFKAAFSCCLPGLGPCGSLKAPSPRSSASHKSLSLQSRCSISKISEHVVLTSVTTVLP
KCNQ2 block: KCNQ2 potassium channel inhibitors, primary screen, cell-based, CHO-K1, FluxOR thallium flux, B-score (AID 2156); O88943; 20 min; active compounds read low; B-score at 10 µM; hit rate 1.1% among 310,000;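 active = fluorescence ratio B-score at most minus 3 library SDs, with starting brightness B-score within 2 library SDs, cut at about -5.5 in these data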
STK33 inh: human STK33 kinase inhibition | purified STK33, MBP phosphorylation, ADP-Glo luminescence | inhibition, % at 10 µM | hit rate 0.073% among 320,000 | AID 2661;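 active = inhibition at or above 25%, using the most active replicate where run in duplicate; inactive = inhibition below 25%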
Target sequence (Q9BYT3 whole entry, looked up): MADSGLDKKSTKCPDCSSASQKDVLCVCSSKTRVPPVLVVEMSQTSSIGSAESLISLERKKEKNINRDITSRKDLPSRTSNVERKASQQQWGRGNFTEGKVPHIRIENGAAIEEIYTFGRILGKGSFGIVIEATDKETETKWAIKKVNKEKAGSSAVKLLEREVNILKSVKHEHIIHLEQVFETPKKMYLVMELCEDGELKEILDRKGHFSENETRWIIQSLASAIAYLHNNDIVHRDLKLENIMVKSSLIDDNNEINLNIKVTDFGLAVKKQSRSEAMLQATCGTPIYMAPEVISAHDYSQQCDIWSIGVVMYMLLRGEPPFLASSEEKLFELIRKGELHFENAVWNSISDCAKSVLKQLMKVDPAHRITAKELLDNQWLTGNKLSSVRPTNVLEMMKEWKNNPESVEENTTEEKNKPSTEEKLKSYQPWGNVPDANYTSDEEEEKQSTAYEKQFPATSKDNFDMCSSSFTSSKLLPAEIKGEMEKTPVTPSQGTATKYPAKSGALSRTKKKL
* hit, by the source's call; i = inactive; . = not tested or not shown. An excerpt; rates above refer to the full screens.

OX1R antag	KCNQ2 block	STK33 inh	canonical_smiles
.	i	.	COc1ccc(-c2cc(C(=O)NN3CCOCC3)c3ccccc3n2)cc1OC
.	i	.	O=C(Nc1ccccc1N1CCN(C(=O)c2ccccc2)CC1)c1ccc([N+](=O)[O-])o1
.	i	.	CCCn1c(SCC(=O)N2CCc3ccccc32)nnc1-c1ccncc1
.	i	.	C#CCOCCOCCOCCNc1nc(N2CCN(C(=O)[C@H](CCC(=O)O)n3cc(C(N)CO)nn3)CC2)nc(N2CCN(C(=O)[C@H](CCCCN)n3cc(C(N)CC(C)C)nn3)CC2)n1 (some centres undefined)
.	i	.	COC(=O)/C(=C/c1cn(C)c2ccccc12)[N+](=O)[O-]
.	i	.	CCn1nc(C)cc1C(=O)N1CCCC(Nc2ccc(C(C)C)cc2)C1 (centres undefined)
.	i	.	O=C(CSc1ccccc1)Nc1ccc(C(=O)Nc2ccc(O)cc2)cc1
.	i	.	CCC(C)(C)n1nnnc1C(c1cc2cc(C)cc(C)c2[nH]c1=O)N1CCN(Cc2ccc3c(c2)OCO3)CC1 (centres undefined)
.	i	.	Cn1c2ccccc2c2nnc(SCCN3CCOCC3)nc21
.	i	.	CCn1c(SCc2ccccc2Cl)nc2nc3c(cc2c1=O)CCCC3
.	i	.	CC1CN(C(=O)c2ccc(CNS(=O)(=O)c3cccc(Cl)c3)cc2)CC(C)O1 (centres undefined)
.	i	.	CCSc1ncc(Cl)c(C(=O)N(Cc2ccc(N(C)C)cc2)C2CCS(=O)(=O)C2)n1 (centres undefined)
.	i	.	COc1ccc(NC(=O)C2CCCN2C(=O)Nc2ccc(OC)cc2)cc1 (centres undefined)
.	i	.	Cn1c(-c2ccccc2)c(C(=O)CCl)c2ccccc21
.	i	.	COc1ccccc1N1CCN(S(=O)(=O)c2ccc3c4c(cccc24)C(=O)N3C)CC1
.	i	.	OC12CCCCC1C(c1ccc3c(c1)OCO3)N(Cc1cccc(F)c1)CC2 (centres undefined)
.	i	.	O=C(Nc1cccc(Cl)c1)c1ccc2c(=O)n3c(nc2c1)CCCCC3
.	i	.	Cc1ccc(NCc2nnc(SCC(=O)NCCc3ccccc3)n2C)cc1
.	i	.	Cc1cccc(-c2cc(C(=O)Nc3ccncc3)c3ccccc3n2)c1
.	i	.	Nc1ccc(C2=Nc3cccc4cccc(c34)N2)cc1
.	i	.	COC(C[C@@H]1O[C@@H]1[C@@H](O)COCc1ccccc1)OC
.	i	.	CCOc1ccccc1N(C)C(=O)c1cn(CC)c(=O)c2cc(OC)c(OC)cc12
.	i	.	O=C1c2ccc3c4c(ccc(c24)C(=O)N1CCCCO)C(=O)N(CCCCO)C3=O
.	i	.	O=C(c1ccccc1)c1c[nH]c2cc3c(cc2c1=O)OCO3
.	i	.	O=C(OCC(=O)c1ccc[nH]1)c1ccc(S(=O)(=O)N2CCCCC2)cc1
.	i	.	COc1ccc(C(C(=O)NCC2CCCO2)N(C(=O)c2snc(C(N)=O)c2N)c2ccccc2)cc1OC (centres undefined)
.	i	.	CC(=O)c1cnc(-c2ccccc2)s1
.	i	.	O=C(NCC1COCCO1)c1ccc(OC2CCN(CCc3ccccc3)CC2)cc1 (centres undefined)
.	i	.	Cc1cccc(C)c1NC(=O)C(C)Sc1nnc(C)n1CC1CCCO1 (centres undefined)
.	i	.	O=C1C(=O)N(CCCN2CCOCC2)C(c2cccs2)/C1=C(/O)c1ccc2c(c1)OCO2 (centres undefined)
.	i	.	N#C/C(=C(/O)c1ccc(-c2cccc([N+](=O)[O-])c2)o1)c1nc2ccccc2s1
.	i	.	CCN(CC)c1ccc(/C=C2\CCC(/C=C(\C#N)C(=O)Nc3ccccc3F)=C2N2CCOCC2)cc1
.	i	.	O=C1CCC(=O)N1OCCCOc1ccc(Br)cc1Cl
.	i	.	C(#Cc1ccccc1)C[N+]1(CC#Cc2cccc3ccccc23)CCOCC1
.	i	.	Cc1ccc(Sc2c(O)c3ccccc3n(C)c2=O)cc1
.	i	.	Cc1cc(C)c2c(n1)sc1c(=O)n(Cc3ccccc3Cl)nnc12
.	i	.	COc1ccc(-c2ccc(/C=N/NC(=O)c3cccnc3)o2)c([N+](=O)[O-])c1
.	i	.	CC1CCN(c2nc3c(c(=O)n(C)c(=O)n3C)n2CCSc2nc3ccccc3o2)CC1
.	i	.	O=c1c(O[C@@H]2O[C@H](CO)[C@@H](O)[C@H](O)[C@H]2O)c(-c2ccc(O)c(O)c2)oc2cc(O)cc(O)c12
.	i	.	COCCn1c(SCC(=O)Nc2ncc(C)s2)nc2sc3c(c2c1=O)CCC3
.	i	.	CCC(C)n1cnc2c(c1=O)c1nc3ccccc3nc1n2Cc1ccc2c(c1)OCO2 (centres undefined)
.	.	-0.2	O=C1NC(Cc2ccccc2)c2nc3ccccc3c(=O)n2-c2ccc(Cl)cc21 (centres undefined)
.	.	0.0	COc1cc(OC)cc(C(=O)NCC(=O)OCC(=O)NC2CCCc3ccccc32)c1 (centres undefined)
12	.	.	O=C(Cn1cnc2c(NCc3ccccc3)ncnc21)NCCCc1ccccc1
-3	.	.	O=c1ccc(S(=O)(=O)N2CCCC2)cn1Cc1nc(-c2ccccc2)no1
-3	.	.	COC(=O)[C@]1(Cc2ccccc2)N[C@H](CN(C)C(=O)NC(C)C)[C@@H]2C(=O)N(C)C(=O)[C@@H]21
12	.	.	O=C(NC(=S)NCc1ccc(Cl)cc1Cl)c1ccco1
4	.	.	CCn1nnc2cc(C(=O)N(CCOC)CC(=O)Nc3cccc(C)c3C)ccc21
9	.	.	CCOC(=O)C1=CN(Cc2cccc(F)c2)S(=O)(=O)N(CC)C1c1ccc(C(F)(F)F)cc1 (centres undefined)
4	.	.	COc1cc2sc(-c3ccccc3OC)c(-c3ccc(OCCN4CCOCC4)cc3)c2cc1OC
-5	.	.	NC(=O)C1CCCN(C(=O)c2ccc(S(=O)(=O)N3CCCCCC3)cc2)C1 (centres undefined)
-2	.	.	CCC1(c2ccc(F)cc2)NC(=O)N(CC(=O)Nc2cc(C)on2)C1=O (centres undefined)
-3	.	.	Cc1cc(C)cc(NC(=O)COC(=O)CCC2CCCC2)c1
8	.	.	O=C1OCCN1C(=O)[C@H]1[C@H](c2ccc(F)cc2)C(c2cccc(Cl)c2)=NN1c1ccc(Br)cc1
6	.	.	Cc1cn([C@H]2C[C@H](O)[C@@H](CCC(=O)NCCc3c[nH]c4ccccc34)O2)c(=O)[nH]c1=O
1	.	.	O=C1CC[C@@]23CCCN2C(=O)CCCC3C1 (some centres undefined)
12	.	.	CCN1C[C@@H]2[C@@H]3C(=O)N(Cc4ccccc4)C(=O)[C@@H]3[C@](Cc3ccccc3)(C(=O)OC)N2C1=NC
3	.	.	CC(C)N(C(=O)[C@H]1C[C@H](CC(=O)NCc2ccco2)C(=O)N2CCc3c([nH]c4cc(-c5ccco5)ccc34)[C@]12C)C(C)C
6	.	.	COc1cc(OC)cc(C(=O)NNC(=O)CCOc2ccccc2OC)c1
15	.	.	COC(=O)[C@@]1(Cc2ccccc2)[C@H]2C(=O)N(Cc3ccccc3)C(=O)[C@H]2[C@H]2CN=C(SCC3CC3)N21

Exported with two lines to a compound: entries from further up
Values run as follows: OX1R antag, KCNQ2 block, STK33 inh
Cc1cc(C)c2c(n1)sc1c(=O)n(Cc3ccccc3Cl)nnc12
→ ., i, .
COc1ccc(-c2ccc(/C=N/NC(=O)c3cccnc3)o2)c([N+](=O)[O-])c1
→ ., i, .
CC1CCN(c2nc3c(c(=O)n(C)c(=O)n3C)n2CCSc2nc3ccccc3o2)CC1
→ ., i, .
O=c1c(O[C@@H]2O[C@H](CO)[C@@H](O)[C@H](O)[C@H]2O)c(-c2ccc(O)c(O)c2)oc2cc(O)cc(O)c12
→ ., i, .
COCCn1c(SCC(=O)Nc2ncc(C)s2)nc2sc3c(c2c1=O)CCC3
→ ., i, .
CCC(C)n1cnc2c(c1=O)c1nc3ccccc3nc1n2Cc1ccc2c(c1)OCO2 (centres undefined)
→ ., i, .
O=C1NC(Cc2ccccc2)c2nc3ccccc3c(=O)n2-c2ccc(Cl)cc21 (centres undefined)
→ ., ., -0.2
COc1cc(OC)cc(C(=O)NCC(=O)OCC(=O)NC2CCCc3ccccc32)c1 (centres undefined)
→ ., ., 0.0
O=C(Cn1cnc2c(NCc3ccccc3)ncnc21)NCCCc1ccccc1
→ 12, ., .
O=c1ccc(S(=O)(=O)N2CCCC2)cn1Cc1nc(-c2ccccc2)no1
→ -3, ., .
COC(=O)[C@]1(Cc2ccccc2)N[C@H](CN(C)C(=O)NC(C)C)[C@@H]2C(=O)N(C)C(=O)[C@@H]21
→ -3, ., .
O=C(NC(=S)NCc1ccc(Cl)cc1Cl)c1ccco1
→ 12, ., .
CCn1nnc2cc(C(=O)N(CCOC)CC(=O)Nc3cccc(C)c3C)ccc21
→ 4, ., .
CCOC(=O)C1=CN(Cc2cccc(F)c2)S(=O)(=O)N(CC)C1c1ccc(C(F)(F)F)cc1 (centres undefined)
→ 9, ., .
COc1cc2sc(-c3ccccc3OC)c(-c3ccc(OCCN4CCOCC4)cc3)c2cc1OC
→ 4, ., .
NC(=O)C1CCCN(C(=O)c2ccc(S(=O)(=O)N3CCCCCC3)cc2)C1 (centres undefined)
→ -5, ., .
CCC1(c2ccc(F)cc2)NC(=O)N(CC(=O)Nc2cc(C)on2)C1=O (centres undefined)
→ -2, ., .
Cc1cc(C)cc(NC(=O)COC(=O)CCC2CCCC2)c1
→ -3, ., .
O=C1OCCN1C(=O)[C@H]1[C@H](c2ccc(F)cc2)C(c2cccc(Cl)c2)=NN1c1ccc(Br)cc1
→ 8, ., .
Cc1cn([C@H]2C[C@H](O)[C@@H](CCC(=O)NCCc3c[nH]c4ccccc34)O2)c(=O)[nH]c1=O
→ 6, ., .
O=C1CC[C@@]23CCCN2C(=O)CCCC3C1 (some centres undefined)
→ 1, ., .
CCN1C[C@@H]2[C@@H]3C(=O)N(Cc4ccccc4)C(=O)[C@@H]3[C@](Cc3ccccc3)(C(=O)OC)N2C1=NC
→ 12, ., .
CC(C)N(C(=O)[C@H]1C[C@H](CC(=O)NCc2ccco2)C(=O)N2CCc3c([nH]c4cc(-c5ccco5)ccc34)[C@]12C)C(C)C
→ 3, ., .
COc1cc(OC)cc(C(=O)NNC(=O)CCOc2ccccc2OC)c1
→ 6, ., .

Following part
OX1R antag	KCNQ2 block	STK33 inh	canonical_smiles
5	.	.	N#Cc1ccccc1OCC(=O)Nc1ccc(N2CCOCC2)cc1N1CCOCC1
-2	.	.	CC(=O)C[C@@H](O)CC(=O)[C@@H]1OC(=O)CCCCCc2ccccc21
2	.	.	O=C(C[C@H]1C[C@H](C(=O)N2CCOCC2)[C@@]2(CCC3CCCC3)c3[nH]c4cc(-c5ccco5)ccc4c3CCN2C1=O)NCCc1ccccn1
4	.	.	CC[C@@H]1C=C(C(=O)O)[C@H](c2cccc(C)c2)N1S(=O)(=O)c1ccc(C)cc1
11	.	.	CC(=O)c1ccc(-c2ccc(-c3cc(=O)oc4c(C(C)C)ccc(C)c34)cc2)cc1
12	.	.	Cc1ccc(S(=O)(=O)N2[C@@H](c3ccc4c(c3)OCO4)C(C(=O)O)=C[C@H]2CC2CCCC2)cc1
2	.	.	COc1ccc2[nH]cc(CCNC(=O)CC[C@H]3O[C@@H](n4cc(C)c(=O)[nH]c4=O)C[C@@H]3O)c2c1
-7	.	.	C[C@H]1CN([C@@H](C)CO)C(=O)Cc2cc(NC(=O)Cc3cn(C)c4ccccc34)ccc2O[C@@H]1CN(C)S(=O)(=O)c1cn(C)cn1
4	.	.	CC(C)N(C(=O)[C@H]1C[C@H](CC(=O)NCc2ccco2)C(=O)N2CCc3c([nH]c4ccc(Cl)cc34)[C@]12C)C(C)C
42*	.	.	CC(C)c1ccc(CN(C)C(=O)c2ccc(S(=O)(=O)NCc3ccco3)cc2)cc1
6	.	.	Cc1ccc(-c2cccc([C@H]3[C@@H]4C=CC[C@@H](C)[C@@H]4C(=O)N3Cc3ccccc3)c2)cc1
7	.	.	Cc1ccc(C(C)C)c2c1C(c1ccc3c(c1)OCO3)CC(=O)O2 (centres undefined)
4	.	.	COc1ccc2sc(-c3ccccc3OC)c(-c3ccc(OCCN(C)C)cc3)c2c1
5	.	.	O=C(c1ccc[nH]1)N1O[C@@H]2C=C[C@H]1C2
8	.	.	CC[C@]12c3[nH]c4ccc(OC)cc4c3CCN1C(=O)C(CC(=O)NC/C=C(\C)CCC=C(C)C)C[C@@H]2C(=O)N1CCN(C(=O)c2ccco2)CC1 (some centres undefined)
9	.	.	C[C@]12c3[nH]c4ccc(Cl)cc4c3CCN1C(=O)[C@@H](CC(=O)NCCC1=CCCCC1)C[C@@H]2C(=O)N1CCCCC1
-9	.	.	CN(C)C(=O)CCc1ccc2c3c([nH]c2c1)[C@]1(CCC2CCCC2)[C@@H](C(=O)N2CCOCC2)C[C@H](CC(=O)NCc2cccc(C(F)(F)F)c2)C(=O)N1CC3
4	.	.	CCOC(=O)c1ccc(-c2ccc(-c3cc(=O)oc4cc(OC)c(OC)c(OC)c34)cc2)cc1
23	.	.	O=C(NC[C@@H]1CC[C@@H](Cc2ccc(-c3ccccc3)cc2)O1)Nc1ccc(Br)cc1
1	.	.	COc1ccc(N2C(=O)[C@H]3CCC=C[C@H]3[C@@H]2c2ccccc2Br)cc1

Arranged by SMILES length (smallest number first): some entries from above
OX1R antag	KCNQ2 block	STK33 inh	canonical_smiles
1	.	.	COc1ccc(N2C(=O)[C@H]3CCC=C[C@H]3[C@@H]2c2ccccc2Br)cc1
11	.	.	CC(=O)c1ccc(-c2ccc(-c3cc(=O)oc4c(C(C)C)ccc(C)c34)cc2)cc1
12	.	.	Cc1ccc(S(=O)(=O)N2[C@@H](c3ccc4c(c3)OCO4)C(C(=O)O)=C[C@H]2CC2CCCC2)cc1

Screens: PubChem BioAssay, several laboratories
